High-throughput results from PubChem BioAssay.
PME-1 primary – PME-1 (human) inhibition | 320,000 compounds, 0.53% hits | Q9Y570 | recombinant PME-1, FP-Rh probe fluorescence polarization | inhibition, % at 5.9 µM | AID 2130;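 active means inhibition above the campaign mean of all compounds plus 3 SD, cut at about 26% in these data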;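 further: competitive labeling of PME-1 active site by serine hydrolase directed probe; 0% = PME-1 with DMSO and 100% = wells lacking PME-1 enzyme; inhibitors block probe labeling so polarization falls and inhibition rises; many of its hits are not listed in these tables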
Target sequence (Q9Y570 whole entry, looked up): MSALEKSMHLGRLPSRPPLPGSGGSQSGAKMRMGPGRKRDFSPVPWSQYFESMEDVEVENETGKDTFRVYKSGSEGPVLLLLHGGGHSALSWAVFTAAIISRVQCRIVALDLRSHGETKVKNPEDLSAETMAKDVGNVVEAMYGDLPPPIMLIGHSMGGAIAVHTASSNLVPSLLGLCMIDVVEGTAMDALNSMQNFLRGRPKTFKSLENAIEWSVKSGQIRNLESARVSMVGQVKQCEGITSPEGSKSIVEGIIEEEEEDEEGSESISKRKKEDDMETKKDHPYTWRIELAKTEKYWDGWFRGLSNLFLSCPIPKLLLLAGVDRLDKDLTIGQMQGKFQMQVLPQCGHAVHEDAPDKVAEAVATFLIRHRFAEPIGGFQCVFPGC
PAFAH1B2 inh – blocks human PAF acetylhydrolase 1b catalytic subunit 2; recombinant PAFAH1B2, FP-rhodamine activity probe, fluorescence polarization; inhibition, % at 3.39 µM; 340,000 compounds, 1.2% hits;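 active means inhibition above the mean of all tested compounds plus 3 SD, cut at about 24% in these data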;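 further: 0% = enzyme with DMSO and 100% = wells lacking PAFAH1B2; many of its hits are not listed in these tables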
GLD-1 TGE inh – GLD-1-TGE RNA interaction inhibition (C. elegans); Q17339; purified GLD-1 + fluorescein TGE RNA, fluorescence polarization; inhibition, % at 5.96 µM; 320,000 compounds, 0.44% hits;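 active means percent inhibition above a per-plate cutoff, the plate mean of test compounds plus 3 SD, cut at about 30% in these data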;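 further: 0% = DMSO wells with GLD-1 and probe and 100% = wells lacking GLD-1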
Target sequence (Q17339 whole entry, looked up): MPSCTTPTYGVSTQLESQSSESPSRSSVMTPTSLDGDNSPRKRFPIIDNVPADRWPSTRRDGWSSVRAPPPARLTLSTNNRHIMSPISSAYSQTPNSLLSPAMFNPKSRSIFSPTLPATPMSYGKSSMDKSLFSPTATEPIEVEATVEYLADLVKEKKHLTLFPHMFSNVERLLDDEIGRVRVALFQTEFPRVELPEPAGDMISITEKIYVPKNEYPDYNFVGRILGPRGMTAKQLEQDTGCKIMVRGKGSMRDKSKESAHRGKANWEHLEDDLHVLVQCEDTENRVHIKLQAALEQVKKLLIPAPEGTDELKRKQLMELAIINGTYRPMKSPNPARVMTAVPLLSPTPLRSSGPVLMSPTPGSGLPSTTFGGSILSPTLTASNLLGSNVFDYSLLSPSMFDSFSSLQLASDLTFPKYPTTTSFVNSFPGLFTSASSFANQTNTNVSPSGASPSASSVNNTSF
MCL1 BIM primary – inhibitors of human MCL1 binding to BIM-BH3 peptide | Q07820 | 320,000 compounds, 0.68% hits | AID 2057 | GST-MCL1 / FITC-Bim-BH3 fluorescence polarization | inhibition, % at 10.9 µM;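 active means inhibition above the mean inhibition of all tested compounds plus 3 SD, set per campaign, cut at about 40% in these data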;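 further: 0% = DMSO wells and 100% = unlabeled Bim-BH3 peptide control; higher means more loss of mP so more displacement of Bim peptide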
Fam108B inh – blocks mouse Fam108B hydrolase in RBBP9 counter-screen | recombinant Fam108B, FP-Rh probe fluorescence polarization | inhibition, % at 9.51 µM | 300,000 compounds, 0.33% hits;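 active means inhibition above the screen mean inhibition plus 3 SD, computed separately per campaign, cut at about 18% in these data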;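 further: inhibitors lower polarization as less probe binds the enzyme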
MEX-5 binding – C. elegans MEX-5 TCR-2 RNA binding activity; 300,000 compounds, 0.38% hits; AID 1832; activity score (negative = inhibition of binding), % at 10 µM; MEX-5/FITC-TCR2 RNA binding, fluorescence polarization; active compounds read low;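 active means inhibition past about -25% in most replicates, and total fluorescence under double the plate's negative control median, limit read from the data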;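 further: 0% = DMSO and -100% = 5 µM competing unlabeled TCR2 RNA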
pPAFAH FP inh – inhibitors of human plasma PAF acetylhydrolase (pPAFAH); 330,000 compounds, 1.5% hits; inhibition, % at 3.39 µM; Q13093; recombinant pPAFAH, FP-rhodamine probe fluorescence polarization; AID 463082;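 active means inhibition above the mean inhibition across the screen plus 3 SD, cut at about 25% in these data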;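 further: inhibitors block binding of the rhodamine activity-based probe so polarization drops; 0% = enzyme with DMSO and 100% = wells lacking pPAFAH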
BCLXL inh – inhibitors of human Bcl-xL; Q07817; GST-Bcl-xL / FITC-Bim BH3 peptide fluorescence polarization; inhibition, % at 10.9 µM; 320,000 compounds, 0.7% hits;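 active means inhibition above the mean of all tested compounds plus 3 SD, cutoff set per campaign, cut at about 30% in these data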;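 further: 0% = DMSO wells and 100% = unlabeled Bim-BH3 peptide competitor; inhibitors lower millipolarization by displacing the labeled peptide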
Target sequence (Q07817 whole entry, looked up): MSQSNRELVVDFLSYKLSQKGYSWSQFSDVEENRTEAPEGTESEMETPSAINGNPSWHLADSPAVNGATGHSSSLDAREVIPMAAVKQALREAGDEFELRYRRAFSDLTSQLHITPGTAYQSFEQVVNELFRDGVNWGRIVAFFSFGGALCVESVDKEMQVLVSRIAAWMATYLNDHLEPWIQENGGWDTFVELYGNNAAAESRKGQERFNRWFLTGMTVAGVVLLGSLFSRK
AHR activator – activates the human aryl hydrocarbon receptor; 320,000 compounds, 2.5% hits; P35869; activation, % at 5 µM; AID 2796; AHR-responsive luciferase reporter cells, luminescence; in the data active means activation above about 47%;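 further: 0% = vehicle wells and 100% = reference agonist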
* hit, by the source's call; x = no result given; & = joins results of further samples. This is a subset; rates above refer to the full screens.

cpd	compound	PME-1 primary	PAFAH1B2 inh	GLD-1 TGE inh	MCL1 BIM primary	Fam108B inh	MEX-5 binding	pPAFAH FP inh	BCLXL inh	AHR activator
1	O=C1NC(=O)C2(C(=O)N1)C(c1ccc(F)cc1)NC(=S)NC2c1ccc(F)cc1 (stereo not given)	2.3	5.2	-0.5	6.1	-0.2	1.3	2.5	2.0	4.8
2	CCOP(=O)(OCC)c1ccc(O)cc1	-2.6	-3.6	10.7	-2.5	3.4	2.4	6.2	1.3	-1.1
3	C[C@]12CCC3C(CC[C@H]4C[C@@H](O)CC[C@]34C)C1CC[C@@H]2O (stereo not given in full)	x	-2.0	1.2	x	x	x	4.3	x	-0.3
4	CCN(c1ccc(C(O)(C(=O)OC)C(F)(F)F)cc1)S(=O)(=O)c1ccccc1 (stereo not given)	4.1	0.6	-7.5	-4.9	4.4	0.8	2.6	-4.5	0.7
5	COc1ccccc1CNC(=O)CCC(=O)N1C[C@H]2C[C@@H](C1)c1cccc(=O)n1C2	-0.5	3.0	4.2	-3.6	-2.9	-0.3	1.9	-1.9	-0.4
6	C=CCn1c(O)c(C=Nc2c(C)n(C)n(-c3ccccc3)c2=O)c(=O)[nH]c1=O	-6.5	2.5	-9.1	-1.6	-0.5	-0.5	-3.5	0.1	1.8
7	CC1=Nc2ccccc2/C1=C/c1c(O)n(C)c(=O)[nH]c1=O	3.2	4.3	-10.7	-8.2	-0.6	-1.6	5.2	2.2	18.3
8	COc1ccc(/C=N/N=C(/N)N[N+](=O)[O-])c(OC)c1	-4.1	3.3	-0.7	-6.7	-0.9	-3.0	2.6	4.8	17.1

cpd	compound	PME-1 primary	PAFAH1B2 inh	GLD-1 TGE inh	MCL1 BIM primary	Fam108B inh	MEX-5 binding	pPAFAH FP inh	BCLXL inh	AHR activator
9	CCOc1ccc(N=C2SCCCN2C)cc1	1.2	4.7	1.8	-10.9	-2.9	0.6	2.5	-9.4	-0.8
10	OC1(c2ccccc2F)CC2CCC(C1)N2CCN1CCOCC1 (stereo not given)	2.0	-0.7	-4.9	1.9	-1.3	2.4	1.4	4.7	-0.6
11	Cc1cccc(-n2c(O)c(C=NCCCN3CCOCC3)c(=O)[nH]c2=O)c1C	1.0	4.3	-6.4	12.1	3.5	-0.9	3.0	0.0	-1.6
12	COc1ccc(OC)c(CN2CCCC(C(=O)c3sccc3C)C2)c1 (stereo not given)	3.1	1.5	9.7	5.7	6.9	0.2	1.9	5.5	8.8
13	CC(C)N1C(=O)CCC1C(=O)N1CCC2(CC1)OCCO2 (stereo not given)	-4.5	8.6	6.8	6.7	-3.7	-0.5	-4.7	-0.8	2.6
14	O=C(Cc1ccccc1)N1CCN(C2CCCC2)CC1	-0.2	0.6	4.1	0.7	-0.2	0.2	-2.8	4.1	-3.5
15	O=C(CN1CCN(Cc2ccc(Cl)cc2)C1=O)N1CCC2(CC1)OCCO2	-8.1	1.4	-4.9	-0.9	-1.5	2.0	10.7	0.5	0.4
16	COc1ccc(C(CC(=O)N2CCC3(CC2)OCCO3)NS(=O)(=O)c2ccc(C)cc2)cc1 (stereo not given)	-1.4	4.9	-11.8	2.1	0.8	2.0	4.6	6.4	1.7

cpd	compound	PME-1 primary	PAFAH1B2 inh	GLD-1 TGE inh	MCL1 BIM primary	Fam108B inh	MEX-5 binding	pPAFAH FP inh	BCLXL inh	AHR activator
17	CC(=O)c1ccc(OC(=O)N(C)c2ccccc2)cc1	-7.1	1.0	8.8	-1.1	1.3	0.8	5.2	2.9	0.2
18	CCOC(=O)CNC(=O)CNC(=O)C(Cc1ccc(N(CCCl)CCCl)cc1)NC(C)=O (stereo not given)	-2.6	7.3	7.2	8.7	-2.6	-0.1	6.5	10.1	-0.8
19	CCOP(=O)(OCC)C(O)c1ccc(OC)cc1OC (stereo not given)	5.0	7.2	6.0	4.8	-0.1	0.0	-0.8	1.9	0.8
20	CN1CCN(c2cc(N3CCNCC3)ccc2[N+](=O)[O-])CC1	-2.1	5.9	6.9	7.4	-1.4	-0.9	-3.6	-3.8	4.3
21	CC(=NCC1CCCO1)c1c(O)n(-c2ccc(Cl)cc2)c(=O)[nH]c1=O (stereo not given)	-2.6	1.1	-3.0	2.8	-1.7	-3.2	-0.6	0.6	-5.1
22	CN(C)C1(c2nnnn2CCOC(=O)Nc2ccc(Cl)cc2)CCCCC1	37.1*	7.6	1.9	0.5	1.6	0.9	1.5	1.3	2.2
23	O=c1cc(CN2CC=C(c3ccccc3)CC2)c2c(ccc3ccccc32)o1	-3.3	-3.2	4.0	-2.6	0.1	4.2	8.1	5.7	11.8
24	Cc1oc(-c2ccccc2)nc1CN1C(=O)C(C)N=C(c2ccccc2F)c2cc(Cl)ccc21 (stereo not given)	1.6	3.9	3.2	2.8	-1.9	-4.6	-0.8	2.4	-1.7

cpd	compound	PME-1 primary	PAFAH1B2 inh	GLD-1 TGE inh	MCL1 BIM primary	Fam108B inh	MEX-5 binding	pPAFAH FP inh	BCLXL inh	AHR activator
25	CCC(C(=O)N1C[C@H]2C[C@@H](C1)c1cccc(=O)n1C2)c1ccccc1 (stereo not given in full)	3.6	6.1	6.8	3.9	1.9	-0.9	4.0	-0.5	0.6
26	N#Cc1ccc(NC(=O)CCNC(=O)c2ccco2)cc1Cl	-0.9	5.0	4.6	-3.9	0.9	-1.2	2.9	2.3	-2.7
27	Cn1c(C(=O)O)c(CC(=O)N2CCN(Cc3ccccc3)CC2)c2ccccc21	-8.8	8.8	3.6	0.3	-1.9	1.4	7.5	4.6	14.6
28	Cc1ccc(-c2nn(Cc3ccccc3)cc2C=O)cc1C	0.1	1.5	2.7	-6.3	-5.5	0.4	7.9	-1.1	6.7
29	COc1ccccc1OP(=O)(Nc1cccnc1)Oc1ccccc1OC	6.2	2.9	7.5	5.0	-2.6	2.0	1.7	2.9	3.4
30	CN1CCN(CCC(C#N)(c2ccccc2)c2ccccc2)CC1	8.3	7.0	-1.5	-1.0	2.1	0.1	1.9	0.3	-5.0
31	CCN(CC)CC(O)c1ccc(C2CCCC2)cc1 (stereo not given)	-2.9	1.0	3.9	2.3	0.3	0.0	6.6	1.6	1.0
32	COc1ccc(CCNCc2ccc(SC)cc2)cc1	-3.1	x	-5.5	11.0	1.2	-1.5	1.8	1.2	-2.0

cpd	compound	PME-1 primary	PAFAH1B2 inh	GLD-1 TGE inh	MCL1 BIM primary	Fam108B inh	MEX-5 binding	pPAFAH FP inh	BCLXL inh	AHR activator
33	Cc1cc(/C=C2\C(=O)NC(=O)N(c3cccc(Br)c3)C2=O)c(C)n1C	-2.0	-8.1	-1.5	-7.1	-2.3	-28.5*	9.8	-2.9	11.4
34	CCCSP1(=S)NCCCO1 (stereo not given)	1.6	2.4	-0.2	-20.8	-9.9	1.4	-0.1	-13.1	5.2
35	Cc1cc(C)nc(N2Cc3ccccc3C2=N)n1	2.5	13.0	-5.4	1.1	6.5	3.0	-2.1	3.8	8.5
36	Cc1cccc2c1N(N=O)CCC2	0.0	2.5	0.1	2.4	-2.0	0.6	7.5	0.0	-0.3
37	COC(=O)C1=C(c2c(C)noc2C)C[C@@H]2CC[C@H]1N2C(=O)NCCO	1.0	-1.7	4.2	2.1	x	x	1.9	7.7	-1.3
38	O=C(O)CCn1cc(C=C2C(=O)NC(=S)NC2=O)c(-c2ccccc2)n1	0.4	2.2	5.1	-10.2	-0.9	-0.4	-3.5	4.0	-1.8
39	CC(=O)C1C2c3ccccc3O[C@@]1(C)N=c1s/c(=C/c3ccoc3)c(=O)n12 (stereo not given in full)	-2.1	3.5	-4.1	-13.7	2.4	2.6	10.6	3.0	6.7
40	O=C(O)C(Cc1cnc[nH]1)NS(=O)(=O)c1ccc(Cl)cc1 (stereo not given)	1.2	3.4	2.6	3.5	2.2	-5.3	4.1	3.5	0.7

Complete entries from above.
Entry for CN1CCN(c2cc(N3CCNCC3)ccc2[N+](=O)[O-])CC1 : PME-1 primary: -2.1; PAFAH1B2 inh: 5.9; GLD-1 TGE inh: 6.9; MCL1 BIM primary: 7.4; Fam108B inh: -1.4; MEX-5 binding: -0.9; pPAFAH FP inh: -3.6; BCLXL inh: -3.8; AHR activator: 4.3
Entry for Cc1cc(/C=C2\C(=O)NC(=O)N(c3cccc(Br)c3)C2=O)c(C)n1C : PME-1 primary: -2.0; PAFAH1B2 inh: -8.1; GLD-1 TGE inh: -1.5; MCL1 BIM primary: -7.1; Fam108B inh: -2.3; MEX-5 binding: -28.5*; pPAFAH FP inh: 9.8; BCLXL inh: -2.9; AHR activator: 11.4

The listing continues:
cpd	compound	PME-1 primary	PAFAH1B2 inh	GLD-1 TGE inh	MCL1 BIM primary	Fam108B inh	MEX-5 binding	pPAFAH FP inh	BCLXL inh	AHR activator
41	CN1C(=O)C(=Cc2ccc(N3CCOCC3)o2)C(=O)N(C)C1=S	-5.9	-9.9	-83.2	-65.3	-4.6	16.5	-0.5	-35.0	0.3
42	COC(=O)C1=C(c2ccc(F)cc2OCc2ccccc2)C[C@@H]2CC[C@H]1N2C(=O)NC1CC1	1.9	-2.2	-2.7	-0.1	x	x	-1.3	2.0	-1.2
43	Cc1cc(N=Nc2ccccc2C)ccc1N	7.5	-1.7	3.4	-3.3	-1.3	1.2	17.4	1.2	80.4*
44	CCC12CN3CCN(CC(C3)/C1=N\O)C2	4.4	-2.3	1.9	0.4	-0.1	3.5	4.2	2.1	-3.9
45	Cc1c(C(=O)O)cc(-c2ccccc2)n1Cc1ccccc1	-8.7	28.5*	-5.1	6.2	1.1	0.4	3.8	2.7	2.4
46	CCOC(=O)C1(CCOc2ccccc2)CCN(Cc2ccccc2OC)CC1	-0.2	-1.5	1.3	8.3	-1.1	3.2	7.8	3.7	1.5
47	CCCCn1c(O)c(C(=O)/C=C/c2c[nH]c3ccccc23)c(=O)[nH]c1=O	-3.2	11.6	28.4	85.1*	-2.2	-10.5	-2.7	-7.0	22.7
48	O=c1[nH]c(=S)n(-c2ccccc2F)c(O)c1C=NCc1ccco1	-2.0	3.4	1.1	2.4	-6.3	2.5	3.5	-0.9	14.2

cpd	compound	PME-1 primary	PAFAH1B2 inh	GLD-1 TGE inh	MCL1 BIM primary	Fam108B inh	MEX-5 binding	pPAFAH FP inh	BCLXL inh	AHR activator
49	CC(C)C(=O)c1cn(Cc2ccccc2C#N)c2ccccc12	39.4*	4.9	-0.4	4.2	-0.7	-3.1	4.7	4.8	-0.2
50	CCOc1ccc2oc(C(=O)NN3C(C)CCCC3C)c(C)c2c1 (stereo not given)	-0.5	-1.8	-5.6	1.7	1.2	-2.2	2.5	0.2	2.8
51	N#CCP(=S)(c1ccccc1)c1ccccc1	-3.4	-5.3	3.7	3.5	-0.7	-3.7	-2.0	0.3	-1.7
52	O=c1cccc2n1CC1CC2CN(Cc2ccc3c(c2)OCO3)C1 (stereo not given)	-2.8	5.4	5.8	8.1	-3.1	2.1	-2.8	8.0	8.8
53	C[N+]1(C)[C@@H]2CC(OC(=O)[C@H](CO)c3ccccc3)C[C@H]1[C@@H]1O[C@@H]12 (stereo not given in full)	0.2	1.2&5.0	2.8&4.4	1.8	-5.8	-0.2	1.3&-6.5	-1.4	-2.0&-2.3
